From PubChem
aGal spleen mod = inhibits or activates alpha-galactosidase in human spleen homogenate; human spleen homogenate, 4MU-alpha-Gal fluorescence, 40 min; Potency, µM (highest dose often 80 µM), without a hit: top-dose activity change, negative = inhibition, most hits filed as inhibitors; 240,000 tested, 0.008% active; AID 2107;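 further: potency means the concentration at half of the fitted maximal effect; 0% = enzyme with vehicle and -100% = no enzyme basal signal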
Target sequence (P06280 32-429 limits assumed): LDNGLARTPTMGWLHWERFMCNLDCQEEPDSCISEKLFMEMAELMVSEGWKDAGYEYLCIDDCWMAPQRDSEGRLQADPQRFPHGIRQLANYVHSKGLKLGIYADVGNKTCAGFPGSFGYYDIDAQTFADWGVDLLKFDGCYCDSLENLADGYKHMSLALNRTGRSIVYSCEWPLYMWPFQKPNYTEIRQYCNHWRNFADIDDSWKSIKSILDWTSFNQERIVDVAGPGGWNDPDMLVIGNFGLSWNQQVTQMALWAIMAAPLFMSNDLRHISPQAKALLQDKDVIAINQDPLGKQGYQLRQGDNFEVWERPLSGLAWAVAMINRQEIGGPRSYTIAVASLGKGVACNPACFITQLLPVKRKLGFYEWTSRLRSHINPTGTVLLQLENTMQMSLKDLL
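Inhibition or activation of alpha-galactosidase in human spleen homogenate is scored by 4-MU fluorescence after 40 min at 37C, pH 5.0, with 1 mM substrate. AC50s come from concentration-response fitted to the Hill equation.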
IMPase Li inh = cell-permeable IMPase inhibitors with lithium potentiation. CHO-M1 cells, IP1 TR-FRET (IP-One), carbachol + lithium. Potency, µM (series often up to 59.4 µM), inactives show at the top dose activity, negative = IMPase inhibition, usual class: inhibitors. 210,000 tested, 0.35% active. AID 1457;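 further: IP1 builds up when IMPase is blocked and the TR-FRET signal falls; potency means the concentration at half of the fitted maximal effect; plate controls were basal vehicle for no effect and high inhibitor control for full effect; nearly all actives have a fitted effect of over 50% in size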
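Test compounds were applied to CHO-M1 cells previously cultured for 16–30 h at 2000 per well. A small lithium amount accompanied them; after 30 min at 37C, IP1 was quantified by TR-FRET.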
Luc counter = counter-screen: inhibitors of Kinase-Glo firefly luciferase. Q27757. Kinase-Glo luciferase, ATP luminescence, 8 min. Potency, µM (top dose mostly 38.3 µM), for the others: top-dose activity change, negative = inhibition, actives largely listed as inhibitors. 200,000 tested, 0.28% active; further: potency means the concentration at half of the fitted maximal effect; on the % scale 0 is the no-effect control and ±100 the full control effect; nearly all actives have a fitted effect of over 60% in size
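Compounds were added to a substrate mix at pH 7.2 (50 mM imidazole, 10 uM ATP, within the enzyme's linear range), followed by Kinase-Glo detection reagent; luminescence was measured after 8 minutes at ambient temperature.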
CBFb RUNX1 block = CBF-beta/RUNX1 interaction disruption; Q01196+Q13951; AlphaScreen CBFb-His/RUNX1-biotin binding, biochemical; Potency, µM (series often up to 59.8 µM), inactives show at the top dose activity, negative = inhibition, hits mostly inhibitors; 230,000 tested, under 10 active; AID 1477; further: % of control where 0% means no effect
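Interaction loss through any mechanism counts as activity. Pre-formed complex of His-CBF-beta and biotin-RUNX1 (30 nM apiece) is incubated with compound 15 min, then with 50 ng nickel and 50 ng streptavidin beads for 90 min before AlphaScreen detection.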
LMNA splice mod = LMNA splicing modulation. HeLa LMNA splicing GFP/RFP minigene ratio, 48 h. Potency, µM (highest dose often 46.1 µM), inactives show top-dose ratio change, negative = inhibition, most hits filed as inhibitors. 200,000 tested, 0.01% active. AID 1487; active means well fitted inhibition curve with a large enough effect in the signal ratio, with a control signal flat, not every such curve was filed as active; inconclusive means small, poorly fitted or top-dose-only effect, or effect the other way, or a change in a side signal; the % refers to the signal ratio; further: potency means the concentration at half of the fitted maximal effect; on the % scale 0 is the no-effect control and ±100 the full control effect
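S3 HeLa cells stably expressing lamin A-EGFP splicing minigene plus DsRed2, 600 cells/well, 48 h compound exposure at 37C. Laser-scanning cytometry; analysed as GFP (500-530 nm)/RFP (575-640 nm) total intensity ratio; 0.5% DMSO vehicle.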
Epigenetic derep = derepresses silenced GFP reporter in murine cells | murine LDR cells, GFP reporter derepression, 30 h | Potency, µM (titrated, usually from 53.9 µM), inactives show at the highest dose GFP activation, most hits filed as activators | 280,000 tested, 0.2% active; further: potency means the concentration at half of the fitted maximal effect; % of control where 0% means no effect; nearly all actives have a fitted effect of over 60% in size
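Murine LDR cells carrying a silenced, genomically integrated CMV-driven GFP reporter were exposed to compound for 30 hours at 37 C. After PBS washes, GFP-positive cells (20–120 um objects) were counted by laser-scanning microplate cytometry.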
NPSR antagonist = antagonists of human neuropeptide S receptor cAMP signaling; Potency, µM (series often up to 38.3 µM), inactives show at the highest dose activity change, negative = inhibition, usual class: inhibitors; CHO-NPSR cells, cAMP TR-FRET, antagonist mode; 220,000 tested, 1% active; AID 1461; further: potency means the concentration at half of the fitted maximal effect; on the % scale 0 is the no-effect control and ±100 the full control effect; nearly all actives have a fitted effect of over 50% in size; many of its hits are not listed in these tables
Target sequence (Q6W5P4 whole entry, looked up): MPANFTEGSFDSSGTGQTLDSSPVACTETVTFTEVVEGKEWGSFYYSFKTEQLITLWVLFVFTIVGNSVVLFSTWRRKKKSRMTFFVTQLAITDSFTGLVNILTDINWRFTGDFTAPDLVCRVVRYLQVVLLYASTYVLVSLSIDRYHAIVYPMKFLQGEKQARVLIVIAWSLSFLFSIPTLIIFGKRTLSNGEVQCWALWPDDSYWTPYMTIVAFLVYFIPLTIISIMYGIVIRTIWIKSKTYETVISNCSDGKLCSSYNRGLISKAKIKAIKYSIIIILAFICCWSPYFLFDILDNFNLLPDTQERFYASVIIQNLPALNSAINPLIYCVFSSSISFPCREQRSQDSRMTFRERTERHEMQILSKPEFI
Starred values were filed as active, the others as inactive; ? = inconclusive; . = not tested or not shown; [ ] = remark or other dose. Unless noted, the call rests on the fitted dose curve; in most records, active means well fitted curve in the direction sought with a large enough effect; inconclusive means small, poorly fitted or top-dose-only effect, or another doubt; inactive means no such curve, though single readings can be large; an effect the other way counts as inactive or inconclusive.

SMILES	aGal spleen mod	IMPase Li inh	Luc counter	CBFb RUNX1 block	LMNA splice mod	Epigenetic derep	NPSR antagonist
CSc1cccc(CN2CCN(Cc3ccccc3)C(CCO)C2)c1 (configuration not stated)	5%	3%	2%	-1%	.	0.1%	0%
CC(C(=O)NCC1CCCO1)n1cccc1C(=O)c1ccccc1 (configuration not stated)	-3%	3%[38.3 µM]	2%	1%	-2%	2.0%	-7%[46.1 µM]
C=CCNC(=O)c1c(Cl)cccc1Cl	-3%	2%	0%	11%	-1%	1.2%	-4%[46.1 µM]
CCOC(=O)c1ccccc1NC(=O)Nc1ccc(OC)c(OC)c1	11%	5%[38.3 µM]	-12%	-1%	12%	0.9%	-6%[46.1 µM]
CCCC(=O)Nc1nc2c(OC)ccc(OC)c2s1	1%	4%[38.3 µM]	3%	-3%	-2%	-1.4%	-15%[46.1 µM]
C/C=C/C(=O)Nc1cccc(C2=NOC3(C2)C[C@@H](C(N)=O)N(C(=O)/C(C)=C/C)C3)c1 (some centres not stated)	-12%	.	.	-16%	.	4.1%	18%
CC(C)C(NC(=O)C(NC(=O)C1O[C@@H]2OC(C)(C)O[C@@H]2[C@H]2OC(C)(C)O[C@@H]12)C(C)C)C(=O)O (some centres not stated)	-6%	-6%	.	4%	.	2.3%	3%
COc1ccc(OCCSc2nc3ccccc3c(=O)[nH]2)cc1	4%	.	0%	4%	-5%	-1.0%	?
CCn1c(CN2CCCCCC2=O)nnc1SCc1cnc(-c2ccccc2)s1	1%	4%[38.3 µM]	-4%	2%	?	1.5%	-6%[46.1 µM]
CCCCCc1ccc(-c2ccc(C(=O)O)cc2)nc1	3%	3%	1%	11%	-1%	8.0%	-16%[46.1 µM]
Cc1ccccc1-c1nc(NCCN2CCOCC2)c2ccccc2n1	6%	-2%	-4%	.	9%	-1.7%	.
CN(C)C(=S)NC(=O)C12CC3CC(C)(CC(C)(C3)C1)C2	5%	.	.	8%	.	0.1%	-19%
O=C(Nc1ncn[nH]1)c1cc(S(=O)(=O)Nc2ccc(Cl)cc2)ccc1Cl	1%	5%	-1%	-4%	19%	-0.9%	10%
CN1C(=O)N(C)C2(c3ccccc3)NNC(N)=NC12c1ccccc1 (configuration not stated)	-3%	.	.	-10%	.	-1.0%	4%
COc1ccc(-c2nn(-c3ccccc3)cc2C(=O)Nc2nccs2)cc1	5%	11%[38.3 µM]	2%	1%	?	0.0%	-24%[46.1 µM]
Cc1ccccc1N1CN(Cc2ccco2)CNC1=S	0%	-5%	5%	3%	-4%	0.0%	3%[46.1 µM]
COc1cc(OC)c(C2N(c3ccc(Cl)c(Cl)c3)C(=O)C3CCCN32)cc1OC (configuration not stated)	-7%	-5%[38.3 µM]	-4%	-1%	14%	-1.1%	5%[46.1 µM]
COc1cc2oc(=O)cc(-c3ccc(-c4cccc(N)c4)cc3)c2c(OC)c1OC	3%	15%	0%[39.9 µM]	?	.	-1.0%	.
CNC(=O)NC(=S)NC(=O)c1ccc(OC)cc1	-3%	2%[38.3 µM]	1%	3%	7%	0.0%	-11%[46.1 µM]
Cc1cccc(NC(c2ccc(C)s2)c2ccc3ccc(C)nc3c2O)n1 (configuration not stated)	0%	3%	3%	1%	?	-1.0%	-13%
Cc1ccc(C(C)C)c(OCc2nn(CC(=O)c3ccc(Cl)cc3)c3[n+]2CCCCC3)c1	5%	-8%	2%	5%	.	?	?
O=C(Nc1ccc2c(c1)OCCO2)c1cc2ccccc2o1	-2%	-3%	-22%	0%	.	1.1%	-19%
C#CCOCCOCCOCCNc1nc(N2CCN(C(=O)C([C@@H](C)CC)n3cc(C(N)Cc4ccc(O)cc4)nn3)CC2)nc(N2CCN(C(=O)[C@H](CCC(=O)O)n3cc(C(N)[C@H](C)CC)nn3)CC2)n1 (some centres not stated)	2%	-4%	.	5%	.	-4.9%	-26%
Oc1ccc2ccccc2c1C=Nc1ccc(Cl)cn1	2%	-7%	2%	0%	.	-5.0%	3%
O=C(NNc1cccc(Cl)c1)c1cccnc1Cl	1%	-2%	-2%	4%	8%	1.1%	0%
CC(=O)Nc1c(O)nc(SCC(=O)Nc2ccc(C(C)=O)cc2)[nH]c1=O	1%	2%[38.3 µM]	0%	-2%	2%	0.0%	-9%[46.1 µM]
Cc1cc(-c2nn(-c3ccccc3)cc2/C=C2\SC(N)=NC2=O)ccc1OC(C)C	7%	-14%	0%	-1%	-19%	0.2%	-29%[46.1 µM]
O=[N+]([O-])c1cc(C(F)(F)F)ccc1N1CCCC(O)C1 (configuration not stated)	-2%	-1%	3%	-3%	?	-0.2%	9%
COc1ccccc1-n1c(C)nnc1SCC(N)=O	4%	14%[38.3 µM]	-3%	5%	6%	-1.1%	0%[46.1 µM]
CCOCCCNC(=O)C(NC(=O)CNC(=O)c1ccccc1)c1ccccc1 (configuration not stated)	2%	23%[38.3 µM]	-2%	5%	3%	-1.0%	-3%[46.1 µM]

Two entries from above, with each value named.
Cc1ccccc1N1CN(Cc2ccco2)CNC1=S
  aGal spleen mod: 0%; IMPase Li inh: -5%; Luc counter: 5%; CBFb RUNX1 block: 3%; LMNA splice mod: -4%; Epigenetic derep: 0.0%; NPSR antagonist: 3%[46.1 µM]

Cc1ccccc1-c1nc(NCCN2CCOCC2)c2ccccc2n1
  aGal spleen mod: 6%; IMPase Li inh: -2%; Luc counter: -4%; CBFb RUNX1 block: .; LMNA splice mod: 9%; Epigenetic derep: -1.7%; NPSR antagonist: .

The results go on.
SMILES	aGal spleen mod	IMPase Li inh	Luc counter	CBFb RUNX1 block	LMNA splice mod	Epigenetic derep	NPSR antagonist
COc1ccc(NS(=O)(=O)c2cccs2)cn1	4%	3%	-2%	14%	.	4.8%	7%
CC(=O)Nc1cccc(C(=O)/C=C/c2ccc(/C=C/C(=O)c3cccc(NC(C)=O)c3)cc2)c1	3%	-1%	1%	-3%	?	7.3%	-16%
CC(=Nc1ccc(C)c(C)c1)C1=C(O)CSC1=O	-5%	-16%[38.3 µM]	-11%	-14%	-10%	-2.7%	-7%[46.1 µM]
O=C(Nc1ccccc1)c1ccc(-c2ccc(F)cc2)s1	-4%	-10%	-5%	-4%	.	-1.9%[10.1 µM]	-4%
Cn1ccnc1SCC(=O)c1cc2ccccc2o1	0%	-2%[38.3 µM]	8%	-20%	-1%	1.9%	3%[7.67 µM]
Cc1cccc(Nc2nnc(SCC(=O)Nc3cccnc3Cl)s2)c1	-3%	-1%	-25%	-1%	-4%	-3.8%	0%
O=S(=O)(/N=C(/Nc1ccccn1)c1ccccc1)c1ccc(Cl)cc1	2%	-4%[38.3 µM]	-2%	4%	1%	-0.4%	-14%[46.1 µM]
CCN(CC)c1ccc(/C=c2\sc3nnc(-c4ccccc4Cl)n3c2=O)cc1	7%	6%[38.3 µM]	-8%	0%	4%	3.6%	-10%[46.1 µM]
CCOC(=O)C1=C(C)N(c2ccc(C)cc2)C(=O)/C1=C\c1cccs1	0%	1%[38.3 µM]	-4%	-6%	-3%	-1.2%	-27%[46.1 µM]
O=c1c2nnn(Cc3ccccc3)c2ncn1-c1ccccc1	16%	-2%[38.3 µM]	-4%	4%	5%	-1.1%	-2%[46.1 µM]
COc1cc(-c2nc3ccccn3c2/N=C/c2cc(OC)c(O)cc2Cl)ccc1O	-6%	-11%	.	-15%	.	-0.3%	-39%
CCn1cc(C(=O)N2CCc3ccccc32)c(=O)c2cc(S(=O)(=O)N3CCCCCC3)ccc21	-18%	3%[38.3 µM]	-2%	-2%	13%	0.1%	-10%[46.1 µM]
Cc1cc(C)n2nc(C(=O)N/N=C/c3ccc(Cl)cc3)nc2n1	-3%	5%	2%	3%	-7%[9.22 µM]	1.1%	-12%
CN(Cc1ccccc1)C(=O)CSc1nc2ccccc2c(=O)n1Cc1ccco1	15%	1%[38.3 µM]	-5%	-2%	?	-1.6%	?
COC(=O)CNC(=O)C1(C)C=CC2(CCCCC2)N1C(=O)OC (configuration not stated)	2%	-11%	-5%	0%	.	-1.2%	.

Random excerpt: 4 compounds from above
SMILES	aGal spleen mod	IMPase Li inh	Luc counter	CBFb RUNX1 block	LMNA splice mod	Epigenetic derep	NPSR antagonist
CCn1cc(C(=O)N2CCc3ccccc32)c(=O)c2cc(S(=O)(=O)N3CCCCCC3)ccc21	-18%	3%[38.3 µM]	-2%	-2%	13%	0.1%	-10%[46.1 µM]
Cc1cccc(Nc2nnc(SCC(=O)Nc3cccnc3Cl)s2)c1	-3%	-1%	-25%	-1%	-4%	-3.8%	0%
CC(=Nc1ccc(C)c(C)c1)C1=C(O)CSC1=O	-5%	-16%[38.3 µM]	-11%	-14%	-10%	-2.7%	-7%[46.1 µM]
COc1cc(-c2nc3ccccn3c2/N=C/c2cc(OC)c(O)cc2Cl)ccc1O	-6%	-11%	.	-15%	.	-0.3%	-39%

Going on with the list:
SMILES	aGal spleen mod	IMPase Li inh	Luc counter	CBFb RUNX1 block	LMNA splice mod	Epigenetic derep	NPSR antagonist
O=C(Nc1c(F)cc(F)cc1Br)c1cc(-c2ccco2)on1	4%	3%[38.3 µM]	-3%	0%	8%	-1.4%	-11%[46.1 µM]
Cc1nc(-c2cc(C#N)c(Sc3cccc(C(F)(F)F)c3)nc2C)cs1	4%	.	.	3%	.	-1.0%	18%
Oc1c(/C=N/c2ncn[nH]2)ccc2ccccc12	5%	1%[38.3 µM]	-1%	4%	10%	?	-2%[46.1 µM]
CC(C)c1ccccc1NC1=CC(=O)CC(C)(C)C1	-8%	6%	-1%	0%	4%	7.1%	6%
COc1ccccc1Cn1c(=S)[nH]c2cc(C(=O)N3CCN(C)CC3)ccc2c1=O	1%	-8%[38.3 µM]	-1%	0%	1%	-1.1%	-20%[46.1 µM]
Brc1ccc(/C=N/Nc2nncc(-c3ccccc3)n2)o1	-7%	2%	-1%	-22%	26%[46 µM]	0.0%	-3%
O=c1[nH]c(-c2ccccc2)nnc1-c1ccccc1	-3%	.	.	12%	.	0.0%	5%

The list is partial (hit frequency here may not be typical).
